Gli-Sufu block – blocks Gli-Sufu signaling in a luciferase reporter; inhibition, % at 5 µM; 0.74% of 340,000 active; Sufu-KO-LIGHT fibroblasts, Gli luciferase reporter luminescence; AID 588413;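 active means inhibition above about 55%, limit read from the data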;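 further: 0% = DMSO-treated cells and 100% = wells with medium but no cells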
APJ antagonist – blocks the human apelin receptor APJ. 0.32% of 330,000 active. P35414. inhibition, % at 20 µM. CHO-K1 APJ beta-arrestin complementation, luminescence. AID 2521;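 active means inhibition above about 40% at 20 µM, limit read from the data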;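 further: cells challenged with 10 nM apelin-13 agonist together with compound; plate controls were apelin-13 plus DMSO wells for no effect and DMSO wells lacking apelin-13 for full effect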
APJ ag – APJ receptor agonism; P35414; 0.11% of 330,000 active; CHO-K1 APJ PathHunter beta-arrestin, luminescence; 0% DMSO wells, 100% apelin; AID 2520; activation, % at 20 µM;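 active means activation more than six SD over the plate average, tested at 20 µM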;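 further: 0% = DMSO alone and 100% = apelin-13 at 10 nM; some results filed as inactive read as strong as hits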
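Assay system – PathHunter CHO-K1 APJ (AGTRL-1) beta-arrestin reporter cells · Compound – one dose, 20 µM compound, 1% DMSO · Timing – compound 90 min 25 °C, reagent 1 h · Measured by – luminescence from split beta-galactosidase complementation, Galacton Star/Emerald II substrate · Measure – beta-arrestin recruitment to APJ as agonist activity, luminescent signal · Benchmarks – DMSO vs Apelin-13 10 nM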
CXCR6 block – blocks human CXCR6 beta-arrestin recruitment; CHO-K1 PathHunter CXCR6 beta-arrestin, luminescence; inhibition, % at 20 µM; 0.36% of 360,000 active; in the data active means inhibition above about 34%, passing the limit was not always enough;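 further: antagonist mode with CXCL16 agonist at 10 nM final; 0% = 10 nM CXCL16 with DMSO and 100% = unstimulated wells without agonist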
CCR6 antag – CCR6 (human) receptor antagonism. P51684. CHO-K1 CCR6 PathHunter beta-arrestin, luminescence, CCL20-stimulated. 0.49% of 340,000 active. inhibition, % at 20 µM;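 active means compounds whose inhibition of the agonist-driven luminescence signal at 20 µM reaches about 50%, limit read from the data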;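 further: cells stimulated with CCL20 at 14 nM final; plate controls were DMSO with CCL20 for no effect and DMSO without agonist for full effect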
Target sequence (P51684 whole entry, looked up): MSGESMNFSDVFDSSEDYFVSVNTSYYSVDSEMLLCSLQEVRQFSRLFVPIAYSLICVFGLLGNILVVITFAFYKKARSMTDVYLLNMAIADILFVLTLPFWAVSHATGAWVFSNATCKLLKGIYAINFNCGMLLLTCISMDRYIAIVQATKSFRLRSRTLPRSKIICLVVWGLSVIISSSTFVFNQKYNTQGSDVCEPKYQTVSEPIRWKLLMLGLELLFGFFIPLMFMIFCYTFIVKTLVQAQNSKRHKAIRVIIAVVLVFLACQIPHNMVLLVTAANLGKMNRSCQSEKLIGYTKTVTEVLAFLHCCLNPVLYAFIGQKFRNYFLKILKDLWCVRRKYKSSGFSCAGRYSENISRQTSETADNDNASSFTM
UBC13 polyUb – inhibitors of human UBC13 polyubiquitin chain formation. inhibition, % at 20 µM. P61088. 0.47% of 330,000 active. TR-FRET; in the data active means inhibition above about 45%, passing the limit was not always enough
Target sequence (P61088 whole entry, looked up): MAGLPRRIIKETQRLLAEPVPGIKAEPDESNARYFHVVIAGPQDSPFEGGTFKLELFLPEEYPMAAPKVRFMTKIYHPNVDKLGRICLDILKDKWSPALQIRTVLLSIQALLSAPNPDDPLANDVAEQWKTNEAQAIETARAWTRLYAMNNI
EBI2 block – antagonists of human EBI2 receptor | P32249 | EBI2 beta-arrestin recruitment, luminescence, 7a,25-OHC stimulated | inhibition, % at 5 µM | 0.81% of 360,000 active | AID 651636; in the data active means inhibition above about 38%;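 further: enzyme fragment complementation signal reports receptor beta-arrestin coupling in cells; 0% = agonist plus DMSO wells and 100% = wells without agonist; some results beyond the cut were filed as inactive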
Target sequence (P32249 whole entry, looked up, the tested form may be a part): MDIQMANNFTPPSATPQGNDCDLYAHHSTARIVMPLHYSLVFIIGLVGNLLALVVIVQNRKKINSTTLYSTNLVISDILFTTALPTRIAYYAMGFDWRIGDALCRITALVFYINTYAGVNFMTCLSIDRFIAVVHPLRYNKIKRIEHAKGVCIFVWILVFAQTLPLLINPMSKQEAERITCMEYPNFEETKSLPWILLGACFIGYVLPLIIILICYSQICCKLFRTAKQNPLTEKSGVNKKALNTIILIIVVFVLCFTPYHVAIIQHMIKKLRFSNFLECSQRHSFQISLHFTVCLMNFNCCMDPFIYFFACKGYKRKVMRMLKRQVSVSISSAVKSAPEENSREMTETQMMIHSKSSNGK
ATG4B inhibitor – inhibitors of human ATG4B cysteine protease. ATG4B cleavage of LC3-PLA2, NBD-HPC fluorescence, 1 h. AID 504462. 0.51% of 340,000 active. inhibition, % at 8.33 µM; in the data active means inhibition above about 40%
Active calls of the source: *; · = not tested or not shown; & = joins results of further samples.

SMILES | Gli-Sufu block | APJ antagonist | APJ ag | CXCR6 block | CCR6 antag | UBC13 polyUb | EBI2 block | ATG4B inhibitor
O=C(OCC(=O)N1CCc2ccccc2C1)c1cc(=O)[nH]c2ccccc12 | -4 | 2 | 2 | -6 | 11 | -4 | 1 | -4
O=C(COc1ccc2oc(-c3ccco3)cc(=O)c2c1)N1CCCCC1 | -5 | -22 | 1 | 2 | 11 | 21 | 3 | -9
COc1ccccc1C(CNC(=O)c1ccco1)N1CCCC1 (stereo not drawn) | 12 | 15 | -2 | 4 | 2 | 8 | 0 | 2
COc1ccc(CCn2c(-c3ccco3)nc3ccccc3c2=O)cc1OC | -4 | 2 | 0 | -4 | 7 | 4 | 1 | 3
O=C1c2cccc3cccc(c23)C(=O)N1CC1CCN(CC(O)COCc2ccc3c(c2)OCO3)CC1 (stereo not drawn) | 38 | 21 | -7 | 12 | 41 | 95* | -7 | -15
CCOC(=O)c1ccc(N2C(=O)C3CC=C(C)CC3C2=O)cc1 (stereo not drawn) | 8 | -3 | -2 | 1 | -4 | 8 | -1 | -4
COc1ccccc1N(CC(=O)Nc1ccccc1)S(=O)(=O)c1cccs1 | -3 | 6 | -4 | 10 | 13 | 10 | -2 | -2
CCOC(=O)c1c(-c2ccccc2)oc2ccc(O)c(CN3CCCC3)c12 | 6 | 11 | -5 | -1 | 4 | 13 | 7 | -7
O=C(CNC(=O)c1ccc(F)cc1)N/N=C/c1cccnc1 | 7 | 21 | -3 | 4 | 0 | -2 | -8 | -7
O=C(COc1ccc2ccc(=O)oc2c1)Nc1nccs1 | -65 | -6 | 3 | -17 | -1 | -1 | -9 | -11
O=C1c2ccccc2NC(c2ccco2)N1NS(=O)(=O)c1ccccc1 (stereo not drawn) | -13 | 8 | -2 | -6 | 7 | 15 | -2 | 3
Cc1cc(C)c(C(N)=O)c(NCCc2ccccc2)n1 | 18 | 8 | -6 | -2 | -9 | 23 | -1 | -1
CCN(CC)c1ccc(C=C2C(=O)OC3(CCCC3)OC2=O)cc1 | 1 | -10 | 2 | -2 | 16 | -74 | -4 | 1
CCCCNC(=O)c1ccc(CNc2c(N3CCC(C(=O)OCC)CC3)c(=O)c2=O)cc1 | 4&-1 | -3 | 1 | 0&-8 | 8&-9 | -9 | -5&-9 | 1&6
Cc1cc(Cl)ccc1OCC(=O)N1C(C)CCCC1C (stereo not drawn) | -10 | 19 | -4 | -9 | 7 | 14 | 12 | 0
CCCc1cc(=O)oc2cc(C)cc(OCC(=O)N[C@@H](CSCc3ccccc3)C(=O)O)c12 | 3 | 12 | -3 | -1 | 11 | -10 | 6 | -9
CC(OC(=O)CCc1c[nH]c2ccccc12)C(=O)c1ccccc1 (stereo not drawn) | 2 | -13 | -2 | -5 | 10 | -4 | 18 | -2
O=C(CSc1nc(-c2ccccc2Cl)ns1)NCc1ccc2c(c1)OCO2 | 11 | -6 | 0 | -5 | 15 | 6 | -14 | 3
COc1ccc(NC(=O)/C(C#N)=C/c2ccc(-c3ccccc3C(=O)O)o2)cc1 | -3 | 1 | -1 | -3 | 23 | -5 | -3 | 4
CCOC(=O)Cn1nc(Cc2ccccc2)c2ccccc2c1=O | · | 3 | 0 | -3 | 16 | -2 | 7 | -3

Records above marked active in UBC13 polyUb:
Structure,APJ antagonist,APJ ag,CXCR6 block,CCR6 antag,UBC13 polyUb,EBI2 block,ATG4B inhibitor
O=C1c2cccc3cccc(c23)C(=O)N1CC1CCN(CC(O)COCc2ccc3c(c2)OCO3)CC1 (stereo not drawn),21,-7,12,41,95*,-7,-15

In the list so far, 2 have two or more sulfur atoms.
SMILES | Gli-Sufu block | APJ antagonist | APJ ag | CXCR6 block | CCR6 antag | UBC13 polyUb | EBI2 block | ATG4B inhibitor
COc1ccccc1N(CC(=O)Nc1ccccc1)S(=O)(=O)c1cccs1 | -3 | 6 | -4 | 10 | 13 | 10 | -2 | -2
O=C(CSc1nc(-c2ccccc2Cl)ns1)NCc1ccc2c(c1)OCO2 | 11 | -6 | 0 | -5 | 15 | 6 | -14 | 3

(continued)
SMILES | Gli-Sufu block | APJ antagonist | APJ ag | CXCR6 block | CCR6 antag | UBC13 polyUb | EBI2 block | ATG4B inhibitor
CC(=O)Nc1ccc(S(=O)(=O)N2CCC(NC(=O)C(Cc3ccccc3F)NC(C)=O)CC2)cc1 (stereo not drawn) | 11 | -3 | -4 | 0 | 2 | 7 | 2 | -11
O=C(CSc1nnc(-c2ccccc2)o1)Nn1cnnc1 | -11 | 5 | -5 | 4 | -7 | 14 | 3 | 10
Nc1c(Cl)ncnc1N/N=C/c1ccc2ccccc2n1 | 66* | · | · | 53* | 84* | · | 62* | -25
COc1ccc2ccccc2c1CNCc1ccccn1 | -15 | 11 | -4 | -6 | 0 | -14 | 3 | -7
Cc1ccc(OCC(=O)Nc2ccc3c(c2)OCO3)c(C)c1 | 5 | 66* | -3 | 1 | 5 | -11 | 3 | -4
COc1ccccc1OCCNC(=O)CSC(=S)N1CCCC1 | 2 | 23 | -6 | -2 | 5 | 1 | 4 | -10
COc1ccc(N(Cc2cc3cc(OC)ccc3[nH]c2=O)C(=O)c2cccnc2)cc1 | 4 | 14 | 1 | -11 | -7 | -4 | 1 | -7
CCOc1ccc(NC(=O)CSc2nnc(C)n2CCCOC)cc1 | 20 | 9 | 2 | -3 | 1 | 1 | -8 | 9
O=C(CSc1ccccc1F)OCC(=O)N1CCN(C(=O)c2ccco2)CC1 | -14 | -17 | 8 | -2 | 5 | -8 | -3 | -6
Cc1ccc(/C=N\NC(=O)CNC(=O)C23CC4CC(CC(C4)C2)C3)o1 | -6 | 18 | 2 | -4 | 7 | 6 | -4 | -4
CC1(c2ccc(Cl)cc2Cl)NC(=O)N(CC(=O)Nc2ccc3[nH]c(=O)[nH]c3c2)C1=O (stereo not drawn) | 4 | 9 | -3 | 1 | -1 | 3 | -2 | -8
COc1ccc(CCN(C)C(=O)CCNC(=O)c2ccc(Br)cc2)cc1OC | -1 | 15 | 11 | -4 | 12 | 1 | -4 | -6
CCOCCCNC(=O)Cn1nc(-c2ccccc2)ccc1=O | 3 | -18 | -2 | -3 | -1 | -5 | 4 | -3
COc1ccc(/C(C)=N/NC(=O)c2ccc3nc[nH]c3c2)cc1 | 7 | 26 | 5 | 7 | 1 | -4 | -17 | 5
Cc1nonc1C(=O)N1CCCC(Nc2ccc(C(C)C)cc2)C1 (stereo not drawn) | 4 | -5 | -1 | 3 | 30 | -1 | 0 | 27
CCC(C)NC(=O)CN(C1CCCCC1)S(C)(=O)=O (stereo not drawn) | -5 | -13 | -3 | 9 | -4 | -2 | 0 | -1
CC1CCCN(Cc2csc(N)n2)C1 (stereo not drawn) | -1 | -4 | -5 | -3 | -3 | 13 | -1 | 3
Cc1cccc(OCC(=O)O/N=C(\N)c2ccc(Cl)cc2)c1 | -27 | -17 | -5 | -11 | 14 | -8 | -3 | 9
CCCCCC(=O)N1CCCCC1 | -1 | -7 | 0 | -3 | 9 | 1 | -9 | -1
C=CCNC(=O)CN1CCN(Cc2ccc3c(c2)OCO3)CC1 | -19 | -6 | -3 | -6 | 7 | 0 | 5 | -4
C=C(C)CN1C(=O)C(O)(CC(=O)c2ccc3c(c2)OCCO3)c2ccccc21 (stereo not drawn) | -5 | -4 | 2 | 2 | 13 | 2 | -1 | -5
COc1ccc(OCC(=O)Nc2ccc(NC(=O)c3cccs3)c(OC)c2)cc1 | 2 | -1 | 1 | -6 | -6 | -16 | -2 | -11
O=C(c1ccccc1Sc1cccc2ccccc12)N1CCOCC1 | 7 | -6 | -2 | 0 | -10 | 1 | 1 | -7
Cc1c(C(=O)N2CCOCC2)sc(NC(=O)c2ccccc2F)c1C#N | 8 | 12 | -4 | 6 | 5 | 3 | -10 | 4
Cc1cc(Cl)ccc1OCCCC(=O)Nc1cc(S(=O)(=O)N2CCOCC2)ccc1N1CCOCC1 | -6 | · | · | 4 | 17 | · | 0 | -11
O=c1c2ccccc2nc(-c2cccs2)n1-c1cccc2ccccc12 | 8 | -10 | 1 | 4 | 15 | 2 | 9 | 12
CCOC(=O)c1cc(-c2ccccc2C)n(CC2CC(c3cccc([N+](=O)[O-])c3)=NO2)n1 (stereo not drawn) | 6 | 9 | 5 | 5 | 8 | 9 | 7 | -2
CCOC(=O)Cn1nnc(-c2ccc(OCC(C)C)cc2)n1 | 3 | 14 | -4 | 5 | 6 | 7 | -3 | 12
CCCOc1ccccc1-c1nc2c([nH]1)c(=O)[nH]c(=O)n2C | -20 | 8 | 0 | 1 | -7 | -4 | -13 | 0
CC(=O)c1ccc(OCC(=O)Nc2ccccc2N2CCCC2)cc1 | -3 | 5 | -2 | -1 | 4 | -2 | 12 | 0
CCCOC(=O)c1c(NC(=O)C2C3C=CC(C3)C2C(=O)O)sc2c1CCC(C)C2 (stereo not drawn) | 1 | 14 | 0 | 2 | -3 | -12 | 6 | -8
CSc1ncccc1C(=O)OCC(=O)c1ccc(Br)s1 | 1 | 10 | -9 | 6 | -12 | 7 | 1 | -10
COc1ccc2c(c1OC)C(=O)N1C2SC(C)(C)[C@H]1C(=O)NC(C)C (stereo partly drawn) | -3 | 15 | 1 | -3 | -4 | -3 | 13 | 0
CCCN(CCC)CC(O)COc1ccc([N+](=O)[O-])cc1 (stereo not drawn) | 5 | 11 | -1 | -3 | 4 | -1 | -8 | 0
O=[N+]([O-])c1ccc(C[n+]2cccc(O)c2)cc1 | -12 | 9 | -3 | 3 | 12 | -4 | 2 | 3
O=C(CN1C(=O)c2ccccc2S1(=O)=O)N1CCCCC1 | -11 | 25 | -3 | 7 | -15 | 6 | 4 | -1
Oc1cccc(Nc2nc(-c3ccccc3)nc3ccccc23)c1 | 38 | 7 | 1 | -3 | -18 | 21 | -25 | -6
CC(C)CN(C(=O)c1ccco1)c1nc2ccccc2s1 | -29 | -7 | -3 | 3 | 23 | 14 | 1 | 5
CN(C(=O)CCNC(=O)Cn1cnc2ccccc2c1=O)c1ccc(F)cc1 | -8 | 11 | -2 | -10 | 0 | 2 | -1 | -1
COc1ccc(NC(=O)COC(=O)Cn2cnc3ccccc32)cc1 | -4 | 4 | -3 | 2 | 12 | 15 | -3 | -4
C=CCNc1nc2c(c(=O)n(C)c(=O)n2C)n1Cc1ccc(F)cc1 | 54 | 6 | 0 | -7 | 8 | 8 | -3 | -7
O=C(CC(O)(c1ccccc1)c1ccccc1)Nc1ccccn1 | 8 | · | · | 12 | 14 | · | -5 | 17
CN1C(=O)CC(c2ccco2)Sc2ccccc21 (stereo not drawn) | 10 | 10 | -3 | 1 | 15 | 5 | -8 | -5
COC(=O)C1=C(C)N(Cc2ccccc2)C(=NCCN2CCOCC2)N[C@H]1CCc1ccccc1 | 15 | 10 | -6 | 3 | -4 | 27 | -7 | -8
NS(=O)(=O)c1ccc(NC(=O)CSc2nnc(C3CC3)n2C2CC2)cc1 | -1 | 2 | -4 | -6 | 0 | 7 | 4 | -22
CC(=O)Nc1ccc(NC(=O)CCn2cnnn2)cc1 | -1 | 4 | -3 | -7 | 0 | -9 | 0 | -8
CCOc1cc(/C=N\NC(=O)CN2CCOCC2)ccc1OCc1ccc(F)cc1 | -9 | -9 | 0 | -8 | -11 | 3 | -6 | -4
Cc1ccc(S(=O)(=O)C(C#N)c2nc3ccccc3nc2N2CCCC2)cc1 (stereo not drawn) | -15 | -27 | 10 | -23 | -2 | -36 | -2 | 1
O=C(NCCc1ccc(Cl)cc1)c1cccnc1 | -18 | -8 | -6 | -4 | 7 | 4 | -15 | -12
COc1ccc(/C=C/C(=O)NCCCN2CCOCC2)cc1 | -3 | · | · | 6 | -8 | · | 4 | -3
CCc1nc2sc3ccccc3c(=O)c2c(=O)n1Cc1ccc(OC)cc1 | 18 | -5 | 5 | 3 | 13 | 7 | 1 | 10

Filtered by structure: those above with bromine.
SMILES | Gli-Sufu block | APJ antagonist | APJ ag | CXCR6 block | CCR6 antag | UBC13 polyUb | EBI2 block | ATG4B inhibitor
COc1ccc(CCN(C)C(=O)CCNC(=O)c2ccc(Br)cc2)cc1OC | -1 | 15 | 11 | -4 | 12 | 1 | -4 | -6
CSc1ncccc1C(=O)OCC(=O)c1ccc(Br)s1 | 1 | 10 | -9 | 6 | -12 | 7 | 1 | -10

Screens as filed in PubChem.
